PRMT1 inh: PRMT1 methyltransferase inhibitors, primary screen, biochemical, fluorescence polarization | Protein arginine N-methyltransferase 1 (Homo sapiens), Q99873 | recombinant PRMT1, activity-based probe fluorescence polarization | inhibition, % at 2.79 µM | 370,000 tested, 1.3% active | AID 652257, 2013;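 active = inhibition above about 21% made by adding two undisclosed values, limit read from the data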
Target sequence (Q99873 whole entry, looked up): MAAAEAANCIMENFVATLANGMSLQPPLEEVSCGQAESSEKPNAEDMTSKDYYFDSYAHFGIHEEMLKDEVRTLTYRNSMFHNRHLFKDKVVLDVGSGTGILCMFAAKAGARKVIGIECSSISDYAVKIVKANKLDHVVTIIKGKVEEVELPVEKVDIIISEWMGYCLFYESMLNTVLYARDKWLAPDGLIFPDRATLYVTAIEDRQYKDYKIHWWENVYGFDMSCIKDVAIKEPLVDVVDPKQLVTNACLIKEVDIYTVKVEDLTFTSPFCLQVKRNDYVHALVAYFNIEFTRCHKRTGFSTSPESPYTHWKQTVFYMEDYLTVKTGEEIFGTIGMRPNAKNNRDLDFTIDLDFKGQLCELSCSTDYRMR
Tn6 DDE FP: inhibitors of Tn6 peptide binding to fibrin DD(E), primary screen, biochemical, fluorescence polarization, human fibrin, Tn6 probe; Fibrin DD(E) TRITC-Tn6 fluorescence polarization displacement; 370,000 tested, 0.21% active; inhibition, % at 8.3 µM; Fibrinogen beta chain (Homo sapiens), P02675;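 active = inhibition above a per-campaign cutoff: mean of compounds within control limits plus 3 SD, cut at about 15% in these data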;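 note: 0% = median of all compound wells on the plate and 100% = blocking peptide control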
SIAE primary: human SIAE inhibitors, primary screen, biochemical, fluorescence polarization, FP-Rh probe, 1536-well HTS; 370,000 tested, 0.69% active; inhibition, % at 9.66 µM; SIAE FP-Rh probe binding; Sialate O-acetylesterase (Homo sapiens), Q9HAT2;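 active = inhibition above a cutoff: mean of compounds within the control limits plus 3 SD of those, cut at about 17% in these data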;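 note: 0% = plate median of compound wells and 100% = probe without SIAE protein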
Tn7 DDE FP: inhibitors of Tn7 peptide binding to fibrin DD(E), primary screen, biochemical, fluorescence polarization, human fibrin, Tn7 probe. Fibrinogen beta chain (Homo sapiens), P02675. FP displacement of FITC-Tn7 peptide from fibrin DD(E); 0% = median of compound wells per plate. inhibition, % at 8.3 µM. 370,000 tested, 0.13% active;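 active = inhibition above the mean of compounds falling within the control limits plus 3 SD of them, cut at about 14% in these data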;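 note: 0% = plate median of compound wells and 100% = 10 µM Aha-Tn7 peptide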
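Measure: % inhibition scaled between sample-field median and high-control FP; Test system: human fibrin DD(E); Quantity: 2 µM final DD(E) protein; Doses: one dose, 8.3 µM nominal; Schedule: compound with protein 10 min, then 3 h after probe, room temperature; Detection: fluorescence polarization; Medium: Tris buffer with calcium and detergent, pH 7.8.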
TCR CD3 inh: inhibitors of human TCR-CD3 interaction, primary screen, biochemical, fluorescence, TAMRA-labeled TCR probe | T-cell receptor (TCR) | inhibition, % at 9.4 µM | 360,000 tested, 0.37% active | AID 651800, 2012; in the data active = inhibition above about 19%;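 note: recombinant mutant TCR 2C K166C tagged with TAMRA read by polarization; 0% = receptor in buffer alone and 100% = receptor with positive control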
UHRF1 binding: UHRF1 methylated DNA binding inhibitors, primary screen, counter-screen for MBD2 inhibitor project, biochemical, TR-FRET, human UHRF1, single concentration. AID 687016, 2013. 370,000 tested, 0.75% active. E3 ubiquitin-protein ligase UHRF1 (Homo sapiens), Q96T88. UHRF1 binding to methylated oligo. inhibition, % at 4.4 µM; in the data active = inhibition above about 21%;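 note: UHRF1 SRA domain binding a hemimethylated CpG hairpin DNA probe; 0% = median of test compound wells and 100% = reference inhibitor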
MBD2 inh: inhibitors of MBD2 binding to methylated DNA, primary screen, biochemical, TR-FRET, DNA-binding domain, human | MBD2 binding to methylated oligonucleotide | inhibition, % at 4.4 µM | 370,000 tested, 0.31% active | AID 686964, 2013; in the data active = inhibition above about 13%
proKLK7 act: proKLK7 zymogen activators, primary screen, biochemical, fluorescence intensity; Kallikrein-7 (Homo sapiens), P49862; AID 652039, 2013; 370,000 tested, 0.9% active; purified proKLK7, EDANS-DABCYL substrate fluorescence; 100% is mature enzyme control, 0% vehicle; activation, % at 7 µM;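 active = activation above the mean of all tested compounds plus 3 SD, computed per campaign excluding outliers beyond control limits, cut at about 13% in these data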
Target sequence (P49862 whole entry, looked up): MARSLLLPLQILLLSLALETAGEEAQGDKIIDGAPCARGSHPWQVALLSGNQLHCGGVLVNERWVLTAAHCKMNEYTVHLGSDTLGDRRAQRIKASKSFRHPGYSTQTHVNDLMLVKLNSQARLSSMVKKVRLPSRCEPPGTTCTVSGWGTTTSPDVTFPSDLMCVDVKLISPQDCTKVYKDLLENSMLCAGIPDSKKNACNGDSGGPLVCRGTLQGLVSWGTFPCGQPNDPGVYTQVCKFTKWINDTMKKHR
TDP2 inh: human TDP2 enzyme inhibitors, primary screen, biochemical, epi absorbance, recombinant enzyme; T5PNP hydrolysis, p-nitrophenol absorbance 415 nm; inhibition, % at 12.8 µM; Tyrosyl-DNA phosphodiesterase 2 (Homo sapiens), O95551; 370,000 tested, 0.34% active;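 active = inhibition above the mean of all tested compounds plus 3 SD, set per campaign, cut at about 25% in these data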;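 note: 0% = DMSO with enzyme and 100% = buffer with substrate but no TDP2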
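Evaluation: % inhibition relative to enzyme-containing and enzyme-free wells. Material: recombinant human TDP2. Benchmarks: enzyme-free and DMSO wells. Timing: enzyme reaction with compound for 2 h at 37 °C. Compound dosing: 12.8 µM only. Measured by: p-Nitrophenol epi absorbance. Reagent: T5PNP substrate at 5 mM, a TopII-DNA adduct mimic. Replication: single well per compound.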
LEDGF integ inh: blockers of LEDGF/p75-dependent integrase strand transfer – biochemical, TR-FRET, high throughput, primary screen. TR-FRET IN-LEDGF/p75 DNA integration, Eu/Cy5. AID 743269, 2014. 370,000 tested, 0.64% active. inhibition, % at 3.7 µM;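 active = inhibition above the screen-wide mean plus 3 SD, cut at about 13% in these data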;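 note: signal is the Cy5 over europium emission ratio at 671 and 618 nm; 0% = plate median of compound wells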
Numbers without * were called inactive; x = not tested or not shown.

#	smiles	PRMT1 inh	Tn6 DDE FP	SIAE primary	Tn7 DDE FP	TCR CD3 inh
1	COc1ccc(C)cc1NS(=O)(=O)c1ccc2c(c1)n(C)c(=O)n2C	0.7	3.4	2.1	0.3	-1.2
2	c1ccc(-c2nc3nonc3c3nc4ccccc4n23)cc1	1.3	1.7	-36.8	3.0	10.4
3	COC(=O)c1c(C)nc(C)c(C(=O)OC)c1-c1cccs1	1.6	4.6	2.2	-3.4	-2.2
4	COc1ccc(S(=O)(=O)N2CCOCC2)cc1NC(=O)COc1cccnc1[N+](=O)[O-]	3.2	0.2	-6.4	-2.0	-0.7
5	O=C(N/N=C/C=C\c1ccccc1[N+](=O)[O-])c1cccs1	2.1	-2.7	-1.5	-9.7	2.0
6	O=C(NCC1COCCO1)C1CCN(S(=O)(=O)c2cccc3ccccc23)CC1 (stereo unspecified)	4.7	3.8	-3.9	0.3	x
7	N#C/C(=C(\O)c1ccco1)c1ccccn1	-0.2	2.0	1.2	-0.1	6.3
8	CSCCC(NC(=O)c1ccccc1)C(=O)N1CCCCCCC1 (stereo unspecified)	-3.0	6.6	-7.0	-11.0	4.2

#	UHRF1 binding	MBD2 inh	proKLK7 act	TDP2 inh	LEDGF integ inh
1	0.7	-0.9	0.1	-3.2	-4.4
2	0.7	2.0	-8.6	2.0	-1.0
3	-2.5	1.6	0.0	1.5	1.1
4	3.4	3.3	0.1	-2.0	3.1
5	-2.7	-1.8	0.0	-5.8	-2.0
6	-0.9	2.6	-0.3	-1.8	-4.6
7	-1.9	0.5	-0.4	5.3	-1.6
8	2.6	2.9	-0.1	-11.4	3.4

Random excerpt: 6 records from the list, in no set order.
#	smiles	PRMT1 inh	Tn6 DDE FP	SIAE primary	Tn7 DDE FP	TCR CD3 inh
4	COc1ccc(S(=O)(=O)N2CCOCC2)cc1NC(=O)COc1cccnc1[N+](=O)[O-]	3.2	0.2	-6.4	-2.0	-0.7
2	c1ccc(-c2nc3nonc3c3nc4ccccc4n23)cc1	1.3	1.7	-36.8	3.0	10.4
5	O=C(N/N=C/C=C\c1ccccc1[N+](=O)[O-])c1cccs1	2.1	-2.7	-1.5	-9.7	2.0
7	N#C/C(=C(\O)c1ccco1)c1ccccn1	-0.2	2.0	1.2	-0.1	6.3
3	COC(=O)c1c(C)nc(C)c(C(=O)OC)c1-c1cccs1	1.6	4.6	2.2	-3.4	-2.2
6	O=C(NCC1COCCO1)C1CCN(S(=O)(=O)c2cccc3ccccc23)CC1 (stereo unspecified)	4.7	3.8	-3.9	0.3	x

#	UHRF1 binding	MBD2 inh	proKLK7 act	TDP2 inh	LEDGF integ inh
4	3.4	3.3	0.1	-2.0	3.1
2	0.7	2.0	-8.6	2.0	-1.0
5	-2.7	-1.8	0.0	-5.8	-2.0
7	-1.9	0.5	-0.4	5.3	-1.6
3	-2.5	1.6	0.0	1.5	1.1
6	-0.9	2.6	-0.3	-1.8	-4.6

Following part:
#	smiles	PRMT1 inh	Tn6 DDE FP	SIAE primary	Tn7 DDE FP	TCR CD3 inh
9	Cc1ccc(Cc2cncc(O)c2)cc1S(=O)(=O)O	2.1	-3.6	1.3	3.9	-1.1
10	O=C(O)CN1C(=O)C2(OCCO2)c2cc(Br)ccc21	1.2	-1.3	5.5	1.2	8.4
11	C/C(=N/NS(=O)(=O)c1ccc(C)cc1)[C@H]1C[C@@H]1c1ccccc1	12.8	4.8	-2.6	8.9	-2.7
12	C[n+]1ccccc1Nc1cc([N+](=O)[O-])ccc1N	0.3	-7.1	11.1	5.0	-3.4

#	UHRF1 binding	MBD2 inh	proKLK7 act	TDP2 inh	LEDGF integ inh
9	-1.2	0.5	-0.1	-4.6	-0.3
10	-1.3	1.4	-0.5	17.8	2.5
11	1.4	1.8	0.0	-9.4	-3.6
12	-1.8	-8.2	-0.1	-22.5	-0.4

Screens deposited in PubChem by The Scripps Research Institute Molecular Screening Center.
